Vif-APOBEC3G blk: qHTS for Inhibitors of Vif-A3G Interactions: qHTS; 0.076% of 410,000 active; DNA dC->dU-editing enzyme APOBEC-3G (Homo sapiens), Q9HC16; Potency, µM (top dose mostly 46.1 µM), without a hit: top-dose activity, negative = active, hits mostly inhibitors; HeLa A3G-eYFP + Vif (tagged APOBEC3G with the HIV-1 protein that degrades it), YFP fluorescence, overnight;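 note: potency is the fitted concentration of half-maximal effect; % is set by controls: 0 for no effect and ±100 for the full control effect; nearly all actives have a fitted effect of over 60% in size; hits raise eYFP signal because A3G escapes Vif-driven loss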
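Read-out is eYFP fluorescence (Ex 488/Em 500-530) from Vif-expressing HeLa A3G-eYFP cells; more signal means A3G escaped Vif-mediated degradation. Cells plated overnight, compound pinned in, incubated overnight at 37 deg C.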
Vif-APOBEC3F blk: qHTS for Inhibitors of Vif-A3F Interactions: qHTS; Potency, µM (series often up to 46.1 µM), inactives show top-dose activity, negative = active; 0.2% of 390,000 active; HeLa A3F-eYFP + Vif (tagged APOBEC3F with the HIV-1 protein that degrades it), YFP fluorescence increase; note: potency is the fitted concentration of half-maximal effect; % of control where 0% means no effect; nearly all actives have a fitted effect of over 65% in size
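Fluorescence increase (Ex 488/Em 500-530) after overnight compound treatment at 37 deg C flags inhibition of Vif-driven A3F-eYFP loss in stable HeLa A3F-eYFP/Vif cells seeded overnight beforehand.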
mIDH1 inhibitor: qHTS for Inhibitors of mutant isocitrate dehydrogenase 1 (IDH1): qHTS; Isocitrate dehydrogenase [NADP] cytoplasmic (Homo sapiens), O75874; IDH1-R132H enzyme, NADPH consumption, diaphorase/resazurin fluorescence; 0.093% of 390,000 active; Potency, µM (titrated, usually from 76.6 µM), inactives show at the highest dose activity change, negative = inhibition, usual class: inhibitors; note: potency is the fitted concentration of half-maximal effect; % is set by controls: 0 for no effect and ±100 for the full control effect; nearly all actives have a fitted effect of over 65% in size
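IDH1-R132H (0.5 ug/mL) preincubated 30 min with compound, then NADPH (0.016 mM) and alpha-KG (2 mM) added; 80 min at RT, pH 7.5. Remaining NADPH coupled via diaphorase/resazurin to fluorescence (540/590 nm); concentration-response curves normalized to no-enzyme control.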
LDHA block: qHTS assay for inhibitors of human lactate dehydrogenase. L-lactate dehydrogenase A chain (Homo sapiens), P00338. purified LDHA, NADH/diaphorase-resazurin fluorescence; active compounds read low. activity change, % (values are at about 110 or 230 µM). 0.15% of 480,000 active; in the data active = activity change below about -30%; inconclusive = mostly about -25% to -30%;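 note: plate controls were DMSO wells for no effect and wells without enzyme for full effect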
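Resorufin fluorescence (ex540/em590), read at 0 and 20 min after diaphorase/resazurin addition, reports the NADH left after a 5 min room-temperature reaction of 2 nM human LDH5 with 0.06 mM NADH and 0.2 mM pyruvate.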
PI4K2A inh: qHTS for small molecular inhibitors of PI4K2A; activity change, negative = inhibition, % at 76.9 µM; AID 1346378, 2018; Phosphatidylinositol 4-kinase type 2-alpha (Homo sapiens), Q9BTU6; purified PI4K2A, ADP-Glo luminescence, 1 h; active compounds read low; 0.13% of 420,000 active; in the data active = activity change below about -50%; inconclusive = mostly about -30% to -49%;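 note: -100% = wells without enzyme as full effect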
Target sequence (Q9BTU6 whole entry, looked up): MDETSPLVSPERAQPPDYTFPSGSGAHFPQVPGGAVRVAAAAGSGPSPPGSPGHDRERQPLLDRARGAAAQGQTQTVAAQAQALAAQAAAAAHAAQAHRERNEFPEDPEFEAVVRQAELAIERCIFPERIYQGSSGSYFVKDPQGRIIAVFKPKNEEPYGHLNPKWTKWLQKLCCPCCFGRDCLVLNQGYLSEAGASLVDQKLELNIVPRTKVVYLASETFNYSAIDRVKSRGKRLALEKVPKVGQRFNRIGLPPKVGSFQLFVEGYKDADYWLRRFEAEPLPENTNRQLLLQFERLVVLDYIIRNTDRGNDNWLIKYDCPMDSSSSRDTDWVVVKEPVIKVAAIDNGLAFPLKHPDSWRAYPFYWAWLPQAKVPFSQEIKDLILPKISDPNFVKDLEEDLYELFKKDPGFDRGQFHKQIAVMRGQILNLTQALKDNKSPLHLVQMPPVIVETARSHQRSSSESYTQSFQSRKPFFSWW
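ADP-Glo luminescence measured ADP generated by PI4K2A enzyme (4 ug/mL before mixing) with 1.2 mM PI substrate (pre-mix) and 300 microM ATP (pre-mix). Tris pH7.5 buffer with MgCl2, Triton X-100; 1 h reaction at ambient temperature.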
RXFP1 agonist: qHTS Assay for Agonists of the Relaxin Receptor RXFP1. HEK293T-RXFP1 cAMP TR-FRET, 30 min; response scale: percent of porcine relaxin response, buffer zero. Relaxin receptor 1 (Homo sapiens), Q9HBX9. AID 2676, 2010. Potency, µM (top dose mostly 57.5 µM), inactives show top-dose activation, most hits filed as activators. 0.3% of 370,000 active; note: potency is the fitted concentration of half-maximal effect; % is set by controls: 0 for no effect and ±100 for the full control effect; nearly all actives have a fitted effect of over 60% in size; many of its hits are not listed in these tables
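cAMP rise read by TR-FRET after 30 min, 37C compound exposure (up to 58 uM) in RXFP1-transfected HEK293 cells with Ro 20174 present. EC50 from Hill-equation fits, with 29 nM porcine relaxin as 100% and buffer as basal.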
TrxR1 substrate: qHTS Assay for Substrates of Mammalian Selenoprotein Thioredoxin Reductase 1 (TrxR1): qHTS. purified TrxR1 substrate turnover, NADPH consumption readout. Potency, µM (titrated, usually from 114 µM), for inactives: at the highest dose activity change, negative = substrate turnover. AID 588456, 2011. 0.01% of 390,000 active; note: potency is the fitted concentration of half-maximal effect; % is set by controls: 0 for no effect and ±100 for the full control effect; nearly all actives have a fitted effect of over 50% in size
Target sequence (O89049 whole entry, looked up): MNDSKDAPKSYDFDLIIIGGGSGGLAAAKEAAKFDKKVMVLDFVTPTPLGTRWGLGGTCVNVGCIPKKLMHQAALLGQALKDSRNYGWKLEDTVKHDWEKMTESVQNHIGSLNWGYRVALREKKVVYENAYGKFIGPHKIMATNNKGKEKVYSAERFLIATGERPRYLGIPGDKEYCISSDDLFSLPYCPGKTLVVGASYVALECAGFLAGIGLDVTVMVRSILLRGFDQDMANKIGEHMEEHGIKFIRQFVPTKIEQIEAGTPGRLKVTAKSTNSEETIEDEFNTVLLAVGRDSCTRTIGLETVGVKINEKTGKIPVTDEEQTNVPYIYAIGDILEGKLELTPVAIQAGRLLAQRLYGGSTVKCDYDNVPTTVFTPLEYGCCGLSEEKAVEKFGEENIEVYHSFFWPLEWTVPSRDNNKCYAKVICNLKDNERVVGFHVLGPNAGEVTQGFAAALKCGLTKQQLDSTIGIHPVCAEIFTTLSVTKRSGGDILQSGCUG
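Rat TrxR1, dispensed at 90 nM, was prereduced with 400 uM NADPH (final) for 5 min at ~22 deg C, then incubated with compound 15 min before 400 uM selenite. A first-read NADPH fluorescence drop versus no-compound background flagged substrates.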
GRP78 ERSR act: qHTS for Inducers of the Endoplasmic Reticulum Stress Response (ERSR) in Human Glioma: qHTS | AID 602332, 2012 | Potency, µM, for the others: at the highest dose activation, most hits filed as activators | 0.02% of 420,000 active | U87-MG GRP78 promoter luciferase reporter, 16 h; note: potency is the fitted concentration of half-maximal effect; series mostly up to about 76 µM; % of control where 0% means no effect; nearly all actives have a fitted effect of over 35% in size
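Stably transfected U87-MG human glioma cells carrying a GRP78-based luminescent sensor were seeded at 1000 cells/well, pin-dosed with compounds and incubated 16 h. Luciferase reagent was then added, and end-point luminescence was read after 10 min at room temperature.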
USP1-UAF1 inh: Inhibitors of USP1/UAF1: Primary Screen; 0.23% of 390,000 active; recombinant USP1/UAF1, Ub-Rhodamine cleavage fluorescence; AID 743255, 2014; Potency, µM (highest dose often 57.1 µM), without a hit: at the highest dose activity change, negative = inhibition, usual class: inhibitors; Ubiquitin carboxyl-terminal hydrolase 1 (Homo sapiens), O94782; note: potency is the fitted concentration of half-maximal effect; % is set by controls: 0 for no effect and ±100 for the full control effect; nearly all actives have a fitted effect of over 60% in size; inactives centre near -12
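USP1/UAF1 complex at 1 nM was preincubated with compound for 15 min at room temperature, then Ub-Rho substrate (150nM final) was added. Fluorescence (480/540 nm) was read kinetically, 6 reads every 60 seconds.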
* marks the source's active call; other numbers are inactive results; ? = inconclusive; / = no result given; & = joins results of further samples; [ ] = dose if it differs, or a comment. Unless noted, calls come from the whole dose curve; as a rule, active = well fitted curve in the direction sought with a large enough effect; inconclusive = small, poorly fitted or top-dose-only effect, or another doubt; inactive = no such curve, though single readings can be large; an effect the other way counts as inactive or inconclusive.

molecule	Vif-APOBEC3G blk	Vif-APOBEC3F blk	mIDH1 inhibitor	LDHA block	PI4K2A inh	RXFP1 agonist	TrxR1 substrate	GRP78 ERSR act	USP1-UAF1 inh
O=C(CCCCCNC(=O)N1CCn2c1nc1ccccc12)N[C@@H](C(=O)O)c1ccccc1	0.8%	-6.9%	2.4%	-1.6	-6.4	0.4%	0.8%	-2.5%	-13.5%
COc1ccc2nc(N(Cc3cccnc3)C(C)=O)sc2c1	-0.1%	-4.2%	8.3%	-6.4	2.0	1.1%	-2.1%[57.1 µM]	-0.6%	?
O=C(CN1C2CCCC1CC(NC(=O)C1CCCCC1)C2)Nc1ccccc1 (centres undefined)	0.0%	15.6%	2.1%	0.2	-1.6	-0.4%	3.1%	-2.6%	-5.3%
COc1ccc(OC)c(S(=O)(=O)Nc2ccccc2F)c1	1.0%	-8.4%	7.6%	-2.7	-3.2	-1.2%	3.0%	-3.6%	-2.2%
O=S1(=O)NC(CC2=CCCCC2)C2CCCCC2O1 (centres undefined)	4.5%	-6.4%	13.6%	4.0	-0.4	2.6%	-9.4%[57.1 µM]	-1.0%	-32.4%
CN(C)C(/C=C/Nc1cccc(Br)c1)=C(C#N)C#N	-10.0%	-2.8%	-4.6%	-7.3	7.8	-4.9%	5.8%[57.1 µM]	-1.8%	-22.2%
Cc1cc(C)cc(NC(=O)COC(=O)c2cccc(S(=O)(=O)N3CCCCC3)c2)c1	1.7%	-7.0%	-0.9%	-4.1	-0.3	-0.2%	2.0%	0.8%	-27.5%
CN1CCN(C(=O)c2ccc(CSc3nc4ccncc4n3Cc3ccc(F)cc3)cc2)CC1	2.9%	3.8%	2.5%	-9.8	5.0	6.8%	10.6%[57.1 µM]	-2.0%	-10.5%
CC(C)CN(C(=O)c1ccc(C(F)(F)F)cc1)c1c(N)n(CC(C)C)c(=O)[nH]c1=O	-0.7%	3.7%	-3.7%	-4.5	1.7	-0.8%	9.4%[0.0914 µM]	-3.9%	3.8%
COc1ccc(-c2noc(-c3ccc(NC4CCCC4)c([N+](=O)[O-])c3)n2)cc1	5.7%	-0.1%	4.8%	-1.9	-7.3	-6.3%	-0.2%	0.7%	-9.3%
COc1ccccc1NC(=O)c1c(C)cc(C)nc1SCC(=O)c1ccc(Cl)cc1	4.9%	5.0%	0.0%	5.0	2.8	-0.8%	-7.2%	-5.7%	-12.0%
Cc1cccc(Nc2c([N+](=O)[O-])c(=O)n(C)c3ccccc23)c1	0.1%	-10.3%	5.0%	0.7	-3.9	7.3%	2.1%[57.1 µM]	-1.6%	-8.6%
COc1cc(S(=O)(=O)N(Cc2ccccc2)CC2CCCO2)ccc1-n1cnnn1 (centres undefined)	-1.3%	1.4%	7.2%	-5.8	1.5	3.1%	2.3%[57.1 µM]	2.0%	-16.0%
O=C(O)c1ccc(COc2ccc3c(c2)CCC3)cc1	1.1%	-1.8%	0.0%	-5.5	-1.3	4.1%	-0.8%	-13.9%	-21.1%
O=C(NC1CCCCC1)c1ccccc1NC(=O)C1CC(=O)N(c2ccc(Cl)cc2)C1 (centres undefined)	0.6%	0.6%	2.1%	-2.1	-2.0	0.6%	10.1%	-8.1%	0.8%
CCCCCNC(=O)C(C)Sc1ccc(Cl)cc1 (centres undefined)	3.2%	-9.4%	6.2%	-3.8	3.8	0.0%	-2.6%	-1.3%	-10.3%
O=C1CCN(c2ccc([N+](=O)[O-])cc2F)CC1	-2.0%	0.5%	18.5%	-10.3	5.5	2.0%	-8.8%	-1.8%	-15.5%
CCCn1c2ccccc2c2nnc(SCc3[nH]c(=O)[nH]c3C(=O)CCCCC(=O)OCC)nc21	-7.3%	4.4%	-1.5%	-7.6	2.5	8.9%	0.3%	15.6%	-13.9%
COc1ccc(-c2cc(-c3ccccc3)nc(SC(C)C(=O)O)c2C#N)cc1 (centres undefined)	-0.4%	3.1%	2.8%	-4.8	2.6	10.7%	0.5%[57.1 µM]	3.7%	-24.1%
O=C(Cc1ccc(Cl)cc1)NCC(=O)N1CCN(Cc2ccccc2)CC1	1.3%	4.8%	7.4%	-3.9	3.9	-2.6%	-7.9%	-3.3%	-10.9%
O=C(CN1C(=O)COc2ccc(S(=O)(=O)N3CCOCC3)cc21)Nc1cccc(Cl)c1	2.9%	4.0%	12.9%	-12.6	2.5	3.1%	-7.6%	-5.8%	-12.8%
COc1cc(CCC(=O)Oc2ccc(C(C)=O)cc2)cc(OC)c1OC	2.2%	-0.1%	2.6%	-4.7	3.2	-0.2%	-3.0%	-4.3%	-14.2%
CCNC(=O)c1c(NC(=O)Cc2coc3cc(C)ccc23)sc2c1CCCC2	-5.9%	-1.4%	1.9%	3.0	0.0	1.3%	1.4%	-6.8%	-0.8%
CCN(CC(=O)Nc1ccccc1C(F)(F)F)C(=O)COc1cccc2c1OC(C)(C)C2	-0.5%	-0.2%	3.0%	-9.1	1.6	-0.7%	4.9%	-4.5%	-11.7%
Cc1ccccc1NC(=S)NCCc1ccc(S(N)(=O)=O)cc1	-0.3%	-1.8%	1.2%	-9.4	3.9	1.9%	-3.9%	-2.4%	-23.4%
CCc1ccc(CNC(=O)C2CCN(S(=O)(=O)N3CCC4(CC3)OCCO4)CC2)cc1	1.9%	3.2%	-10.0%	-12.5	-2.0	-0.3%	-5.8%	0.7%	-10.8%
COCCCn1c(SCC(=O)Nc2nc3ccccc3s2)nnc1-c1ccoc1C	-0.3%	-7.9%	5.4%	-5.6	1.3	0.9%	12.0%[57.1 µM]	-6.4%	-5.0%
Cc1cc2[nH]c(=O)c(=O)[nH]c2cc1S(=O)(=O)N1CCN(c2ccccc2)CC1	-0.5%&-0.3%	-3.8%&3.5%	11.7%&-2.7%	-8.8&-9.6	-10.6&-0.3	0.4%&0.7%	7.5%&2.0%	-5.7%&-4.3%	-15.1%&-2.3%
Cc1ccc(C)c(SCC(=O)N(C)CC(=O)Nc2ccc(N3CCOCC3)cc2)c1	-7.1%	7.2%	-3.6%	-0.9	9.8	1.9%	-5.3%	-2.8%	-14.4%
CCOC(=O)C1(CC2CC2)CCN(C(=O)c2cc(C)nc3ccc(CC)cc23)CC1	-4.9%	-2.6%	0.0%	-3.5	-0.6	0.6%	-5.6%	-0.3%	-15.2%
O=C(Cc1ccccc1)NCCc1cn2ccsc2n1	1.5%	-1.8%	-2.7%	1.6	-1.6	2.0%	9.6%[57.1 µM]	-0.7%	-9.9%
Cc1cccc(C)c1NC(=O)C1=C(O)c2sccc2N(C)S1(=O)=O	-1.3%	-0.5%	9.8%	-1.8	2.0	0.2%	-9.0%	0.4%	-20.5%
Cc1nc2c(-c3ccc(F)cc3)c(C)nn2c(C)c1CCC(=O)NCc1ccco1	-0.7%	3.7%	-6.8%	0.3	-5.7	1.6%	-0.3%	-4.1%	-22.7%
COc1ccc(Nc2c3c(nc4ccc(NC(=O)c5ccc(F)cc5)cc24)CCCC3)cc1OC	-17.9%	-4.4%	-8.5%	-1.7	-0.6	1.0%	-12.2%	?	-18.3%
Cc1cccc(CNC(=O)C2CCCN(c3nn4c(=O)cc(C)nc4s3)C2)c1 (centres undefined)	-1.7%	0.2%	-1.9%	1.0	3.4	3.1%	3.4%	-2.4%	-10.3%
O=C1CN(C(=S)Nc2ccc(OC(F)F)cc2)CCN1	0.3%	10.1%	3.3%	-0.9	2.6	-0.8%	2.5%[57.1 µM]	1.5%	-18.4%
C=CCn1c(-c2ccccc2OC)n[nH]c1=S	0.3%	2.3%	3.8%	-1.3	-1.0	5.8%	-4.4%	-2.1%	-4.0%
CCc1ccc(NC(=O)c2sc(-n3nc(C)c(CCC(C)C)c3C)nc2C)cc1	0.1%	-10.7%	-8.7%	2.7	-5.9	11.5%	4.7%	-2.8%	0.1%
O=C(Nc1nnc(-c2ccc3c(c2)CCCC3)o1)c1c(F)cccc1F	-4.7%	25.1µM*	12.5%	-6.0	-0.4	-0.4%	7.4%	2.8%	-10.9%
CC(C)(C)C(=O)CSc1ncnc2c1cnn2-c1ccccc1	2.6%	1.6%	2.0%	-4.6	0.9	9.5%	4.0%	7.5%	-2.2%
CCC1CCCCN1C(=O)CSc1n[nH]c(N)n1 (centres undefined)	-0.5%	11.6%	-1.2%	-2.0	-5.5	/	2.1%	-1.8%	?
CCOc1ccc2cc(C3CC(c4ccco4)=NN3S(=O)(=O)c3ccccc3)c(Cl)nc2c1 (centres undefined)	0.8%	-4.5%	6.0%	-8.2	4.8	0.3%	-9.6%	-2.9%	-7.7%

A portion of the library; the hit share may differ from the screen's.
